# SRC3 inh – inhibitors of human steroid receptor coactivator 3 (SRC3); HEK293 GAL4-SRC3 luciferase reporter, luminescence; inhibition, % at 3.6 µM; 360,000 compounds, 0.17% hits;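 active = inhibition above a per-campaign cutoff, the mean of all compounds plus 3 SD, cut at about 60% in these data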;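 note: 0% = DMSO-treated cells and 100% = gossypol-treated cells at 36 µM; higher means less SRC3-driven luciferase light from the GAL4 reporter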
# Target sequence (Q9Y6Q9 whole entry, looked up, the tested form may be a part): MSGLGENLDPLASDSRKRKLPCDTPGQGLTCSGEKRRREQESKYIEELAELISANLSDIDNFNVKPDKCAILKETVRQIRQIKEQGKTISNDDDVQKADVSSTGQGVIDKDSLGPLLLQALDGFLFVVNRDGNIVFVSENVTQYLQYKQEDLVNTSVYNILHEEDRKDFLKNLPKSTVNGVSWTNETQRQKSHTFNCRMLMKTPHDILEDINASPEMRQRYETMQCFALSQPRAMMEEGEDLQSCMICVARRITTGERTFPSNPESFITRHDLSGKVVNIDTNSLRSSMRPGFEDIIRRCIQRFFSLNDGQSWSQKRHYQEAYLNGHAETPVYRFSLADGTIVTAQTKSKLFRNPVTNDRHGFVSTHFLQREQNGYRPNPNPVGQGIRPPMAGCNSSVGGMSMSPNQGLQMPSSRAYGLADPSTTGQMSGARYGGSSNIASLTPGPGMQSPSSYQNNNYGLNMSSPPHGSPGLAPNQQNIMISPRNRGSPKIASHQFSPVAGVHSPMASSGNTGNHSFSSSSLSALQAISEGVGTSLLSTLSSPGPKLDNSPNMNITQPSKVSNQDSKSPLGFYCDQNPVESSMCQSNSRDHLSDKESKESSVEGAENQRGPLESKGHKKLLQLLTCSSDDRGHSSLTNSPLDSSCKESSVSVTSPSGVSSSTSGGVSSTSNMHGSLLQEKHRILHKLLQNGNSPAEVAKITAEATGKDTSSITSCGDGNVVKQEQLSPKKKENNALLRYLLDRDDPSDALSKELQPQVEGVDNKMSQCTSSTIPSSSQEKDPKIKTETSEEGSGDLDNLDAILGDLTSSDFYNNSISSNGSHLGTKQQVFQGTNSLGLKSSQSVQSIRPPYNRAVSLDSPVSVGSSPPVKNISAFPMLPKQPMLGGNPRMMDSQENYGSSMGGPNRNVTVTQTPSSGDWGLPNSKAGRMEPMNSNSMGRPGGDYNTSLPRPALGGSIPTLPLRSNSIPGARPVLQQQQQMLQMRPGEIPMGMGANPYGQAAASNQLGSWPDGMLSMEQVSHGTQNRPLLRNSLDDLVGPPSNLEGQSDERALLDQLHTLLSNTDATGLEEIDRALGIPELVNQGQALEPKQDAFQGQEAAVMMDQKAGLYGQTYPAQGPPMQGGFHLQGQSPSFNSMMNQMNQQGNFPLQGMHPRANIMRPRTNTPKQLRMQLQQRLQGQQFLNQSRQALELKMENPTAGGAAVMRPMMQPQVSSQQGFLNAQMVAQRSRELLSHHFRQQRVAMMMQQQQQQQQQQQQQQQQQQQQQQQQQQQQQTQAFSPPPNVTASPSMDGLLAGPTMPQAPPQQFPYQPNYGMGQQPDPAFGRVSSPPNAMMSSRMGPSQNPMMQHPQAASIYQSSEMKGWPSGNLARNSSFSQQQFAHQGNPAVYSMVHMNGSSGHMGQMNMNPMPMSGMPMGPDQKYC
# EBV LMP1 NFkB – reduces LMP1-driven NF-kappaB luciferase signal. LMP1-induced NF-kappaB luciferase reporter cells, luminescence. inhibition, % at 12.5 µM. 350,000 compounds, 0.69% hits. AID 504558; in the data active = inhibition above about 41%;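 note: 0% = neutral control wells and 100% = reference inhibitor control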
# TROY signal inh – blocks TROY-dependent signaling in reporter cells | Q293 LMP1-TROYcd NF-kB luciferase reporter, 4 h | inhibition, % at 10 µM | 360,000 compounds, 0.98% hits | AID 1347056;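 active = compounds whose plate-normalised and pattern-corrected inhibition of the luciferase reporter signal at the single screening dose is 50% or more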
# NCOA2 inhibitor – inhibits human steroid receptor coactivator 2. HEK293 GAL4-SRC2 luciferase reporter, luminescence. inhibition, % at 9 µM. AID 651957. 370,000 compounds, 0.17% hits. Q15596;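 active = inhibition above the mean inhibition of all tested compounds plus 3 SD, set per campaign, cut at about 52% in these data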;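 note: 0% = DMSO treated cells and 100% = cells given Gossypol at 36 µM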
# NOD2-RIPK2 inh – inhibitors of human NOD2-RIPK2 interaction; 360,000 compounds, 0.38% hits; inhibition, % at 4.98 µM; CHO BLA complementation NOD2-RIPK2, CCF4 ratio; in the data active = inhibition above about 21%;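 note: 0% = vehicle only and 100% = reference blocker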
# COUP-TFII inh – inhibitors of human COUP-TFII (NR2F2); 370,000 compounds, 0.7% hits; HEK293T NGFI-A luciferase reporter, luminescence; inhibition, % at 8.6 µM; P24468; AID 686940;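 active = inhibition above a per-plate cutoff, mean inhibition of test wells between control levels plus 3 SD, cut at about 38% in these data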;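 note: cells cotransfected with COUP-TFII expression vector driving the NGFI-A reporter; 0% = median of COUP-TF2 test wells and 100% = reporter-only cells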
# TWEAK-Fn14 inh – inhibitors of TWEAK-Fn14 interaction signaling | inhibition, % at 10 µM | 360,000 compounds, 2% hits | TWEAK-stimulated Fn14 reporter cells, luciferase luminescence, 8 h; in the data active = inhibition above about 50%
# TLR9-MyD88 inh – blocks human TLR9 binding to MyD88; CHO BLA complementation TLR9-MyD88, CCF4 FRET ratio; inhibition, % at 4.98 µM; 340,000 compounds, 0.21% hits; AID 504734;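 active = inhibition above the mean over all tested compounds plus 3 SD, cut at about 21% in these data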;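 note: 0% = DMSO only wells and 100% = clavulanate BLA inhibitor control wells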
# LRH-1 inv ag – inverse agonists of human LRH-1 (NR5A2); O00482; HEK293T StAR-luciferase reporter, LRH-1 transfected, 24 h; inhibition, % at 3.6 µM; 360,000 compounds, 0.13% hits; AID 602396;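 active = inhibition above the mean inhibition of all tested compounds plus 3 SD, cut at about 73% in these data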;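 note: 0% = DMSO wells and 100% = reporter-only cells lacking LRH-1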
# NCOA1 inh – inhibits human SRC1 coactivator; Q15788; HEK293 GAL4-SRC1 luciferase reporter, luminescence; inhibition, % at 3.6 µM; 360,000 compounds, 0.12% hits;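 active = inhibition above the campaign mean plus 3 SD, with each screening campaign given its own cutoff, cut at about 60% in these data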;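 note: 0% = DMSO treated cells and 100% = gossypol at 36 µM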
# TRAIL sens C8 – caspase-8 TRAIL sensitization; NB7+C8 cells + TRAIL, ATPlite viability luminescence; inhibition (viability loss, TRAIL sensitization), % at 10 µM; 360,000 compounds, 1% hits; AID 624354;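 active = compounds causing at least 50% loss of cell viability in the single-dose screen, relative to plate controls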
# * hit, by the source's call; nt = not tested or not shown. These rows are one share of the data. The share of hits here may be higher or lower than overall.
SMILES,SRC3 inh,EBV LMP1 NFkB,TROY signal inh,NCOA2 inhibitor,NOD2-RIPK2 inh,COUP-TFII inh,TWEAK-Fn14 inh,TLR9-MyD88 inh,LRH-1 inv ag,NCOA1 inh,TRAIL sens C8
COc1ccc(-c2ccc(CN3C(C)C(=O)N(Cc4cn(CCC5OCCO5)nn4)CCS3(=O)=O)cc2)cc1 (stereo not drawn),7,-12,17,0,4,-16,5,4,-1,5,11
CCCc1cc(=O)[nH]c(SC(C)C(=O)N2c3ccccc3CC2C)n1 (stereo not drawn),-10,3,35,20,-25,18,1,-4,-26,-30,-2
Cc1cccc(CN2CCCC(C(=O)Nc3ccccc3Oc3cccnc3)C2)c1 (stereo not drawn),7,2,12,13,-4,8,2,-2,24,-2,4
COC(=O)c1ccc(OCCN2C3=NCCN3c3ccccc32)cc1,4,-10,6,1,6,2,-27,2,-33,12,9
CN(C)CCN(CC1CCCN(Cc2ccccc2F)C1)C(=O)c1ccc(Cl)cc1 (stereo not drawn),3,4,3,-51,-1,14,6,-3,-6,-8,1
CC(=O)N(C)c1ccc(N=Nc2ccc3ncccc3c2)cc1,-84,3,13,-22,0,-64,62*,-2,-135,-81,62*
S=c1nc(C2CCCCC2)[nH]c2ccccc12,4,3,-15,4,-4,16,-2,1,0,-4,3
Cc1c(C(=O)OCC(=O)N2CC(C)CC(C)C2)oc2ccccc12 (stereo not drawn),-16,4,-18,-24,-3,-12,-4,-1,-5,-11,-11
CC1CCCCN1C(=O)CSc1nnc(-c2cccnc2)n1C1CCCCC1 (stereo not drawn),3,-2,-36,-5,-7,15,24,-1,1,-29,0
O=C(CN(C(=O)CCC(=O)Nc1ccccn1)c1ccc(F)cc1)NCc1ccc(F)cc1,2,-15,15,-32,3,-3,11,4,-19,-2,-17
Cc1ccc(S(=O)(=O)N2CCN(C)CC2)c(C)c1,-11,4,-9,-4,-1,2,-6,-12,8,-15,2
CCCCCOC(=O)C1=C(C)NC(=O)NC1c1ccc([N+](=O)[O-])cc1 (stereo not drawn),16,7,-6,-4,14,8,0,4,3,25,0
CCO[C@@H]1OC(C(=O)Nc2ccccc2)=C[C@H](c2ccccc2)[C@H]1CCCO,9,-1,-9,-29,-8,5,-13,-2,0,-18,6
CCCNC(=O)c1cc2c(c(-c3cccc(-c4ccccc4F)c3)n1)[C@@H](CCO)N(C(=O)CC1CC1)C2,nt,nt,-7,-11,-3,8,-1,nt,16,nt,-5
COc1cc(/C=C2/C(=O)N(c3ccc(Br)cc3)N=C2C)cc(OC)c1OC,-10,0,9,nt,-19,nt,16,1,17,-12,-2
CC(C)n1nnnc1C1c2ccccc2C(=O)N1CCc1c[nH]c2ccccc12 (stereo not drawn),nt,nt,-76,-26,-2,-23,-7,nt,-47,nt,-3
CCOCC(=O)OCC(=O)Nc1cc(OC)c([N+](=O)[O-])cc1C,3,-11,-21,-18,-20,-14,7,7,22,20,9
COCc1cc(=O)n2c([nH]c3ccccc32)c1C#N,-23,-11,-37,-19,-1,1,-3,2,-2,-12,15
CCCc1cnc(NCCNCC(O)COc2ccc(Cl)c(Cl)c2)nc1 (stereo not drawn),2,-5,-33,-1,-1,17,-11,-1,12,11,36
O=C(OCCN=C1NS(=O)(=O)c2ccccc21)c1ccccc1,4,1,-12,-5,-14,16,0,2,15,16,-5
Cc1cc(C)cc(NC(=O)C2C3C=CC4(O3)C2C(=O)N(CCN2CCCCC2)C4C(=O)NC2CCCCC2)c1 (stereo not drawn),-36,-6,-37,-11,4,1,-1,-7,-2,2,9
Cc1nc2c(=O)n(-c3cccc(C(F)(F)F)c3)nc(C)c2s1,20,-4,-25,-1,10,16,-13,6,9,13,-8
CC(C)(CO)Nc1nc(Cl)nc(NC2CCCCC2)n1,-3,5,-24,-1,-5,-5,15,-1,0,-9,8
Cc1ccc(N2CC(C(=O)Nc3ccccc3N3CCCC3)CC2=O)cc1 (stereo not drawn),10,-8,10,-9,-4,-2,-8,3,3,-9,-7
Nc1ccccc1Nc1cc(-c2ccccc2)[nH]n1,-44,0,-18,5,-6,-11,8,-3,-43,-40,19
Cc1ccc(NC(=O)CN(C)C(=O)CNC(=O)c2ccc3c(c2)OCO3)cc1,-5,3,-6,-15,7,6,-3,2,5,-31,-5
COC(=O)c1ccc(C2C(C(C)=O)=C(C)Nc3ncnn32)cc1 (stereo not drawn),0,5,-31,-3,8,4,-39,-9,12,-9,-23
Cc1ccc(N2C(N)=C(C#N)C(c3cccs3)C3=C2CC(C)(C)CC3=O)cc1 (stereo not drawn),8,13,-13,-15,-8,7,-8,8,1,5,-1
COCCNC(=O)[C@@H]1CCCN1C(=O)C1CCN(S(=O)(=O)c2ccc(C)cc2)CC1,9,1,-3,-5,9,-10,1,-3,-9,2,-18
COc1ccc(OCC(=O)N2CCN(C(=O)COc3ccc(Br)cc3)CC2)cc1,3,7,-8,-9,-5,11,-4,-9,16,1,8
CCOc1ccc(C(Nc2ccc(C)cc2)P2(=O)OCCC(C)O2)cc1 (stereo not drawn),10,5,nt,-10,-11,-8,-10,0,6,16,-3
CCOC(=O)c1nnc(-c2ccccc2)o1,4,3,-2,6,0,5,-1,-7,4,-11,1
O=C(c1ccccc1)N1CCN(C(=O)c2ccc3c(c2)OCCO3)CC1,24,5,11,6,-11,-8,-6,1,6,-12,1
Cc1cc2oc(=O)cc(CN3CCN(Cc4ccccc4)CC3)c2cc1Cl,16,-15,4,1,3,-55,6,5,13,-12,24
CCN(CC)c1ccc(C=Nc2cccnc2Cl)c(O)c1,6,0,-27,4,3,-7,-7,0,10,-1,-4
CCSc1nc2n(n1)C(c1cccc(F)c1)C1=C(CCCC1=O)N2 (stereo not drawn),8,0,10,-22,-3,-20,-11,1,2,-18,7
O=c1[nH]cn[nH]1,5,2,10,-12,-9,9,4,-2,2,-16,2
CCn1ncc(N(C)N)c(Cl)c1=O,6,-2,-6,-9,1,5,8,-4,-11,-6,-7
CCn1nc(C)cc1Nc1ccccc1,-3,-6,4,-10,-6,-6,-7,-9,8,-4,-22
Cc1cccc(OCCOCCN2CCNCC2)c1C,7,0,22,-25,-3,4,-2,-3,1,-8,16

# Reformatted: 13 of the compounds above.
# Screens in order – SRC3 inh, EBV LMP1 NFkB, TROY signal inh, NCOA2 inhibitor, NOD2-RIPK2 inh, COUP-TFII inh, TWEAK-Fn14 inh, TLR9-MyD88 inh, LRH-1 inv ag, NCOA1 inh, TRAIL sens C8
Cc1ccc(N2C(N)=C(C#N)C(c3cccs3)C3=C2CC(C)(C)CC3=O)cc1 (stereo not drawn)
 : 8, 13, -13, -15, -8, 7, -8, 8, 1, 5, -1
COCCNC(=O)[C@@H]1CCCN1C(=O)C1CCN(S(=O)(=O)c2ccc(C)cc2)CC1
 : 9, 1, -3, -5, 9, -10, 1, -3, -9, 2, -18
COc1ccc(OCC(=O)N2CCN(C(=O)COc3ccc(Br)cc3)CC2)cc1
 : 3, 7, -8, -9, -5, 11, -4, -9, 16, 1, 8
CCOc1ccc(C(Nc2ccc(C)cc2)P2(=O)OCCC(C)O2)cc1 (stereo not drawn)
 : 10, 5, nt, -10, -11, -8, -10, 0, 6, 16, -3
CCOC(=O)c1nnc(-c2ccccc2)o1
 : 4, 3, -2, 6, 0, 5, -1, -7, 4, -11, 1
O=C(c1ccccc1)N1CCN(C(=O)c2ccc3c(c2)OCCO3)CC1
 : 24, 5, 11, 6, -11, -8, -6, 1, 6, -12, 1
Cc1cc2oc(=O)cc(CN3CCN(Cc4ccccc4)CC3)c2cc1Cl
 : 16, -15, 4, 1, 3, -55, 6, 5, 13, -12, 24
CCN(CC)c1ccc(C=Nc2cccnc2Cl)c(O)c1
 : 6, 0, -27, 4, 3, -7, -7, 0, 10, -1, -4
CCSc1nc2n(n1)C(c1cccc(F)c1)C1=C(CCCC1=O)N2 (stereo not drawn)
 : 8, 0, 10, -22, -3, -20, -11, 1, 2, -18, 7
O=c1[nH]cn[nH]1
 : 5, 2, 10, -12, -9, 9, 4, -2, 2, -16, 2
CCn1ncc(N(C)N)c(Cl)c1=O
 : 6, -2, -6, -9, 1, 5, 8, -4, -11, -6, -7
CCn1nc(C)cc1Nc1ccccc1
 : -3, -6, 4, -10, -6, -6, -7, -9, 8, -4, -22
Cc1cccc(OCCOCCN2CCNCC2)c1C
 : 7, 0, 22, -25, -3, 4, -2, -3, 1, -8, 16

# The listing continues.
SMILES,SRC3 inh,EBV LMP1 NFkB,TROY signal inh,NCOA2 inhibitor,NOD2-RIPK2 inh,COUP-TFII inh,TWEAK-Fn14 inh,TLR9-MyD88 inh,LRH-1 inv ag,NCOA1 inh,TRAIL sens C8
CC(C(=O)OCC(=O)c1ccc(Br)cc1)N1C(=O)C2C3C=CC(C3)C2C1=O (stereo not drawn),15,-5,1,2,-9,-4,37,3,-1,5,17
CCCCN(CC)CCNC(=O)Cn1cnc2sc(C)c(S(=O)(=O)N3CCOCC3)c2c1=O,3,2,5,11,-9,6,-9,1,-13,-8,8
O=C(COC(=O)CC1CC2CCC1C2)Nc1ccccc1[N+](=O)[O-] (stereo not drawn),5,2,3,8,-11,-8,-23,-4,6,6,3
O=C(CCCc1nc(-c2ccccc2Cl)no1)NC1CCCCC1,-22,-9,-17,-2,-1,-4,-3,0,15,0,-8
O=C(Nc1nccs1)C1CCCN(S(=O)(=O)c2cccnc2)C1 (stereo not drawn),11,2,2,2,-4,14,-4,0,-5,1,-1
Cc1cc(NC(=O)CCCn2cnc([N+](=O)[O-])n2)no1,17,7,-14,-15,-16,5,-9,1,-11,-9,6
O=S(=O)(c1ccc(SCCOc2ccc(Cl)cc2)nc1)N1CCCC1,19,8,24,-13,3,12,21,10,-25,-43,23
Clc1c(CSc2nc3ccccc3o2)nc2sccn12,-70,26,-22,-34,-5,-12,-60,0,-218,-90,0
Cc1ccccc1S(=O)c1ccccc1C(=O)O (stereo not drawn),21,4,7,4,-8,7,-4,0,-8,18,2
Cc1nc2ccc(C(=O)OCc3nnc(-c4ccc(Br)cc4)o3)cc2nc1C,-2,0,14,-11,-12,-25,-26,3,12,-17,-10
Cc1ccc(SCCNC(=O)C(CO)(CO)CO)cc1,13,-11,-11,1,8,25,19,3,20,0,3
CN(C)c1cccc(C(=O)NNC(=O)CSc2ccccc2)c1,-2,1,-21,-22,1,-29,-20,6,-21,-1,-13
COC1(OC)N=C(NC(=O)Nc2ccccc2)C2(C#N)C(c3ccccc3)C12C#N (stereo not drawn),23,-4,-2,nt,-4,nt,-4,-16,-2,-2,-10

# Screening results: PubChem, several laboratories
